# TRAIL sens C8: sensitizes caspase-8 expressing cells to TRAIL | NB7+C8 cells + TRAIL, ATPlite viability luminescence | inhibition (viability loss, TRAIL sensitization), % at 10 µM | 360,000 compounds, 1% hits | AID 624354;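 active means compounds causing at least 50% loss of cell viability in the single-dose screen, relative to plate controls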
# NR2E3 ag-1: agonists of human nuclear receptor NR2E3. Q9Y5X4. GST-NR2E3/biotin-RetCOR TR-FRET, 1536-well. inhibition of corepressor binding, % at 4.78 µM. 320,000 compounds, 0.12% hits. AID 2300;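 active means percent inhibition above the cutoff of mean plus 3 SD of all tested compounds, set per screening campaign, cut at about 20% in these data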;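 further: 0% = DMSO wells and 100% = biotin wells as full block of FRET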
# Target sequence (Q9Y5X4 whole entry, looked up): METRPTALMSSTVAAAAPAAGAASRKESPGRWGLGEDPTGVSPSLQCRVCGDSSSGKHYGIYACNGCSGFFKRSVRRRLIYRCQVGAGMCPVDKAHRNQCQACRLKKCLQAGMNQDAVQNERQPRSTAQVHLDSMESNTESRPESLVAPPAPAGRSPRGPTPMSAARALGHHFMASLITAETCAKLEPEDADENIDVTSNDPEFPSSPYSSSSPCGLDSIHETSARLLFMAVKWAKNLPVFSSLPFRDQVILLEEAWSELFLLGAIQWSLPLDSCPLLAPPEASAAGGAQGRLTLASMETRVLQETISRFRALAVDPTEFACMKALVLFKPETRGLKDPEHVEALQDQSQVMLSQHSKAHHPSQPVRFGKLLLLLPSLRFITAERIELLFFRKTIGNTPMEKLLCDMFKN
#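 Material: NR2E3–RetCOR corepressor complex / Amount: 1.35 nM GST-NR2E3 / Medium: Tris pH 7.5 / Compound: single nominal compound dose of 4.8 µM / Incubation: 5 h at 4 °C / Technique: TR-FRET, Eu(K)-anti-GST donor, streptavidin-D2 acceptor, ex 340, em 617/671 nm / Read-out basis: percent loss of FRET ratio relative to control wells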
# TROY NFkB inh: TROY signaling inhibition; Q293 LMP1-TROYcd NF-kB luciferase reporter, 4 h; inhibition, % at 10 µM; 360,000 compounds, 0.98% hits; AID 1347056;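 active means compounds whose plate-normalised and pattern-corrected inhibition of the luciferase reporter signal at the single screening dose is 50% or more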
# HIF-2a block: blocks HIF-2a reporter activity | inhibition, % at 18.8 µM | 360,000 compounds, 0.72% hits | AID 624352 | 786-0 RCC cells HIF-2a reporter, luciferase luminescence, overnight;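 active means inhibition of the luminescence signal of 40% or more relative to plate controls, in a single-dose primary screen at 18.75 µM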
# NR2E3 ag-2: human photoreceptor-specific nuclear receptor agonism; Q9Y5X4; 360,000 compounds, 0.35% hits; CHO-S Gal4-NCOR/VP16-NR2E3 two-hybrid, luciferase; inhibition of corepressor binding, % at 3.98 µM; AID 602229;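 active means inhibition above the mean of all tested compounds plus 3 SD, cut at about 70% in these data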;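 further: 0% = DMSO with NR2E3 transfected cells and 100% = cells lacking NR2E3 construct; higher means lower luciferase signal from less NR2E3 corepressor binding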
# TWEAK Fn14 block: TWEAK-Fn14 signaling inhibition. TWEAK-stimulated Fn14 reporter cells, luciferase luminescence, 8 h. inhibition, % at 10 µM. 360,000 compounds, 2% hits. AID 1159606; in the data active means inhibition above about 50%
# TRPM1 prom inh: MITF TRPM1 promoter inhibition in SK-MEL-5 cells; 330,000 compounds, 0.83% hits; inhibition, % at 12.5 µM; SK-MEL-5 TRPM1 promoter luciferase, 24 h; AID 488899;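 active means mean inhibition across replicates of 60% or more, whatever share of single replicates reaches that level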; further: values of inactives mirror those of a sister screen read the other way
# KKLEB cytotox: reduces viability of KKLEB cystic fibrosis airway cells; AID 602141; 360,000 compounds, 0.36% hits; activity change (cytotoxicity), % at 5 µM; KKLEB CF airway cells viability, ATPlite luminescence, overnight; active compounds read low; cells stimulated with P. aeruginosa culture filtrate;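 active means corrected activity change at or below -50% at 5 µM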
# Peg3 promoter: reduces Peg3 promoter-driven luciferase expression in HeLa | HeLa PEG-Prom luciferase reporter, luminescence, overnight | 360,000 compounds, 1.7% hits | inhibition, % at 20 µM;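 active means inhibition of at least 50% at 20 µM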
# CF NFkB inh: inhibitors of cystic fibrosis induced NF-kB | AID 588850 | inhibition, % at 5 µM | KKLEB NF-kB-GFP reporter, PAF-induced, GFP fluorescence overnight | 360,000 compounds, 0.86% hits;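 active means at least 50% inhibition at 5 µM, scaled per plate between neutral and stimulator controls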;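 further: PAF is a Pseudomonas aeruginosa culture filtrate used as stimulus; plate controls were PAF-stimulated DMSO wells for no effect and unstimulated DMSO wells for full effect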
# Shn3 3UTR inh: reduces Shn3 3'UTR luciferase signal in osteoblasts; AID 588674; inhibition, % at 12.5 µM; 360,000 compounds, 0.52% hits; Clone20 osteoblast Shn3 3'UTR firefly luciferase, 24 h;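 active means mean inhibition of at least 75% with every replicate also reaching 75%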;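 further: 0% = median of neutral control wells and 100% = pilot-screen positive control compound; some compounds past the cut are filed as inactive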
# * hit, by the source's call; . = no result given. An excerpt (hit frequency here may not be typical).
SMILES,TRAIL sens C8,NR2E3 ag-1,TROY NFkB inh,HIF-2a block,NR2E3 ag-2,TWEAK Fn14 block,TRPM1 prom inh,KKLEB cytotox,Peg3 promoter,CF NFkB inh,Shn3 3UTR inh
COc1ccc(C(C(=O)NC(C)(C)C)N(CC2CCCO2)C(=O)CCC(=O)Nc2cc(C)on2)cc1 (stereo not drawn),-1,3,-15,13,-11,12,3,-4,10,17,-9
CC(OC(=O)c1cc(O)c2ccccc2c1O)C(=O)Nc1ccc(C(N)=O)cc1 (stereo not drawn),57*,2,-4,-1,-7,-2,31,-5,-17,37,-19
CN1C(=O)Nc2cccc3cccc1c23,3,-5,20,-1,-12,18,18,-4,11,-26,-5
COc1ccc(NC(=O)Nc2cnccn2)cc1OC,13,-1,-31,1,-25,-19,6,11,16,21,-2
Cc1nn(Cc2ccc([N+](=O)[O-])cc2)c(=O)n1-c1ccccc1Cl,-4,0,-3,12,11,-12,16,-30,24,4,5
Cn1c(=O)oc2cc(S(=O)(=O)N3CCCC(C(=O)Nc4nccs4)C3)ccc21 (stereo not drawn),15,-1,10,11,10,9,.,-4,8,-10,15
CSc1nncn1/N=C/c1ccccc1F,-4,-1,0,-1,-6,7,5,-16,-12,-7,-5
CC1CCN(C(=O)c2ccc(S(=O)(=O)Cc3cc(F)ccc3F)c([N+](=O)[O-])c2)CC1,-5,2,40,13,14,83*,24,-30,35,44,12
CC(NC(=O)COC(=O)c1cccc(S(=O)(=O)N2CCCC2)c1)c1ccccc1 (stereo not drawn),0,.,10,6,18,3,9,-2,15,-6,-5
COc1ccc(COC[B-](F)(F)F)cc1,9,.,8,4,-55,-14,.,-1,-13,7,-5
COc1cc(OC)c(C(=O)NCc2cccnc2)cc1OC,1,3,-19,22,-7,-12,6,-1,6,11,1
O=C(Nc1ccc(F)cc1)c1cccnc1NCCc1ccccc1,-9,2,-14,1,-12,6,9,-3,-1,1,1
Nn1c(Cc2cccc3ccccc23)nnc1SCCOc1ccc(Br)cc1,14,2,15,12,-1,18,-2,-3,20,9,7
CC(C)(C)OC(=O)N(Cc1ccccc1)Cc1ccccc1OCc1cccc(NC(=O)c2ccccc2)c1,-10,.,10,7,-42,11,13,3,7,15,-3
O=C(OCC(=O)N1CCN(C(=O)c2ccco2)CC1)c1ccccc1O,-8,-1,-28,-4,-9,-2,-10,2,-13,-8,-2
N#Cc1c(=O)c2nc(NCCCO)ncc2n2c(=O)c3ccccc3[nH]c12,-6,-1,-20,19,-13,2,20,14,18,-7,-1
C[C@@H]1NC(=O)c2cc([N+](=O)[O-])cc(I)c2OCC[C@@H](C(N)=O)NC(=O)[C@H](CCCCN)NC1=O,-15,2,9,19,-1,10,2,8,3,-8,-1
O=C(Nc1ccccc1-c1ccccc1)c1ccc(Br)o1,6,3,5,-11,18,20,16,1,10,-4,-3
CCCN1C(=O)C(NC(=O)c2ccncc2)(C(F)(F)F)C2=C1CC(C)(C)CC2=O (stereo not drawn),5,6,-20,16,-3,18,10,-5,7,18,-2
CC(=O)c1ccc(-n2ccc(=O)cc2)cc1,2,0,4,7,7,2,-6,5,-14,-9,-34
CC1CN(C(=O)COc2coc(CN3CCc4ccccc4C3)cc2=O)CC(C)O1 (stereo not drawn),8,3,4,8,-8,-4,10,-5,0,16,7
CCOC(=O)C1CCCN(C(=O)c2cncc(Br)c2)CC1 (stereo not drawn),-24,.,19,6,19,-4,.,4,-1,11,3
COC(=O)c1ccc(/C=C2\SC(=S)N(CCCC(=O)NCCCN3CCOCC3)C2=O)cc1,-8,-2,2,3,18,12,-2,6,28,-1,-37
COc1ccccc1C1CCN(c2ccc([N+](=O)[O-])cn2)CC1,-11,1,-5,-136,-11,-16,-15,-3,-87,9,-6
CC[C@H]1c2[nH]c3ccc(C(C)C)cc3c2[C@@H]2CCN3C(=O)CCC[C@H]1[C@H]23,-3,.,-5,6,-6,2,1,-13,1,19,10
Cc1ccc(/C=N/NC(=O)c2ccoc2C)o1,-5,3,-10,-56,-75,-15,-7,-5,-19,11,-13
CC(=O)NC1C(=O)N(CCN2CCOCC2)c2ccc(F)cc21 (stereo not drawn),-4,.,-22,18,-30,9,1,6,14,-3,-12
Cc1cc(C)n(-c2cc(N3CCN(C(=O)c4ccc(C(C)(C)C)cc4)CC3)ccc2[N+](=O)[O-])n1,11,1,20,-25,2,36,19,-5,17,-3,13
COc1cccc(NC(=O)C2(C)CCN2C(=O)CCC2CCCC2)c1 (stereo not drawn),3,.,10,10,1,1,.,-9,10,7,-3
COc1ccc(-c2ccc(SCC(=O)N3CCOCC3)nn2)cc1,29,1,-18,-58,-5,-8,-9,2,-62,-10,-15
C[C@@]12C(=O)Nc3ccc(F)cc3C(=O)N1[C@H]1c3cc(Cl)ccc3OC[C@@H]1[C@@H]2c1ccccc1,16,.,-4,26,16,-17,-4,-19,37,30,9
O=C(Nc1ccccc1)c1ccccc1NC(=O)C(F)(F)F,4,-2,16,-95,-46,-12,-15,4,-99,10,-3
Fc1ccc(NCc2nnc3n2CCCCC3)cc1,-5,1,-3,8,-13,-7,-2,-1,-1,-9,-13
COc1ccc2cc(CN(CCc3ccccc3)Cc3nnnn3Cc3ccco3)c(=O)[nH]c2c1,-3,2,-61,-2,-1,-5,-1,-31,8,17,18
CC(C)C(NS(=O)(=O)c1cccs1)C(=O)NCCN1CCN(c2ccccc2)CC1 (stereo not drawn),5,5,4,16,-4,-1,7,4,18,9,1
COc1ccc(C2C(C(=O)N3CCOCC3)CCC(=O)N2c2cc(OC)c(OC)c(OC)c2)cc1 (stereo not drawn),-9,3,-16,5,-14,0,1,12,-10,-8,3
CC1Cc2ccccc2N1C(=O)CSc1nc2ccccc2n1CC(=O)N1CCOCC1 (stereo not drawn),3,4,-16,5,1,-14,0,-2,-8,8,3
CCCCOC(=O)c1ccc(OC(=O)N2CCOCC2)cc1,6,2,-39,-29,-41,-2,-55,-1,-63,14,-2
Cc1ccc(C)c(/C=N/n2cc(-c3ccccc3)[nH]c2=S)c1,4,1,53*,-31,-35,14,-5,3,-19,-6,-11
C[C@@H]1CN([C@@H](C)CO)C(=O)CCCn2nncc2CO[C@@H]1CN(C)C(=O)Nc1ccc2c(c1)OCO2,-8,.,2,4,12,15,.,6,2,3,-17
CCOc1ccc(CN2CCN(Cc3cccn3-c3cccnc3)CC2CCO)cc1 (stereo not drawn),3,0,3,6,3,1,-31,13,14,-10,-1
CC(Oc1ccccc1)C(=O)OCC(=O)N1CC(=O)Nc2ccccc21 (stereo not drawn),-3,-6,1,1,-26,-1,2,11,7,0,7
Cc1ccc(CS(=O)(=O)CC(C)(O)c2ccccc2)cc1 (stereo not drawn),4,2,-1,20,19,11,7,6,0,-3,1
Cc1ccc(NC(=O)/C(=C\c2ccc3c(c2)OCO3)NC(=O)c2ccco2)cc1,-14,-2,-47,6,17,-13,5,5,-12,-23,5
Cc1ccsc1/C=C1/SC(=O)N(CC(=O)N2CCOCC2)C1=O,0,-3,-16,-78,-14,-31,-6,11,-84,3,-18
COc1cccc(-c2nn(C)c3sc(C(=O)NCc4ccccn4)cc23)c1,-11,1,-3,-6,-11,14,4,10,2,-17,17
Cc1cc(C)c(NC(=O)CN(C)CC(=O)N(C)CC(=O)Nc2c(Cl)cccc2Cl)c(C)c1,2,4,13,7,11,18,.,-3,-10,16,8
CC(C)(C)OC(=O)NCCCC[C@H](NC(=O)c1[nH]cnc1C(=O)Nc1ccc(Cl)cc1)C(=O)OC(C)(C)C,25,1,13,19,29,11,10,4,63*,10,25
O=C1C(Cl)=C(N2CCCCC2)C(=O)N1c1ccccc1,-1,2,-28,-12,-29,-28,1,8,7,-5,-18
Cc1cc(C)cc(NC(=O)CSc2nnc(Cn3c(=O)sc4ccccc43)n2C)c1,15,3,-17,7,0,3,2,4,-10,-1,6

# Part of the list above, set out differently.
Structure	TRAIL sens C8	NR2E3 ag-1	TROY NFkB inh	HIF-2a block	NR2E3 ag-2	TWEAK Fn14 block	TRPM1 prom inh	KKLEB cytotox	Peg3 promoter	CF NFkB inh	Shn3 3UTR inh
CC(Oc1ccccc1)C(=O)OCC(=O)N1CC(=O)Nc2ccccc21 (stereo not drawn)	-3	-6	1	1	-26	-1	2	11	7	0	7
Cc1ccc(CS(=O)(=O)CC(C)(O)c2ccccc2)cc1 (stereo not drawn)	4	2	-1	20	19	11	7	6	0	-3	1

# Following part.
SMILES,TRAIL sens C8,NR2E3 ag-1,TROY NFkB inh,HIF-2a block,NR2E3 ag-2,TWEAK Fn14 block,TRPM1 prom inh,KKLEB cytotox,Peg3 promoter,CF NFkB inh,Shn3 3UTR inh
CS(=O)(=O)N1CCc2cc(C(=O)Nc3ccccc3Cl)ccc21,-5,3,-43,-254,-70,-14,-39,-6,-161,-6,0
COc1ccc(NC(=O)c2c[nH]c(=O)n(-c3ccc(C)c(C)c3)c2=O)c(OC)c1,-8,.,1,7,-32,-10,.,18,-1,-30,-7
O=C(CN1C2=NCCN2c2ccccc21)c1cccs1,1,-3,11,16,-12,15,8,17,-5,7,-43
CCc1ccc2[nH]c(=O)c(CN(Cc3ccccc3OC)Cc3nnnn3Cc3ccco3)cc2c1,-1,6,1,-26,-54,11,7,-1,0,3,16
CCCCCCn1c(SCC(C)C)nc2c1c(=O)[nH]c(=O)n2C,-10,-2,-46,15,-39,10,-10,-23,26,20,22
Cc1nc(CNS(=O)(=O)c2cc([N+](=O)[O-])ccc2C)cs1,-2,2,2,11,7,-4,12,-6,-2,-6,-10
CC(=O)Oc1ccc(C(=O)Nc2ccc(S(=O)(=O)NCC3CCCO3)cc2)cc1 (stereo not drawn),18,-5,51*,26,-9,42,9,3,4,15,9
CCOC(=O)C1CCCN(C(=S)Nc2ccc(S(=O)(=O)N3CCOCC3)cc2)C1 (stereo not drawn),-7,.,0,6,8,4,-6,-4,13,12,10
CCCCCCCC(=O)OC(CN1CCCCCC1)CN1CCCC1=O (stereo not drawn),1,0,2,7,-25,8,9,-9,-3,16,4
O=C(NCCc1ccccc1)C1CCCN1C(=O)Nc1ccc(Cl)cc1 (stereo not drawn),-3,2,-7,13,21,13,-2,11,8,-10,-1
CCOC(=O)C1(C)CCCN(C(=O)c2cc(C)oc2C)C1 (stereo not drawn),-5,.,-7,-1,-11,20,.,-16,2,23,2
O=C(c1cccs1)c1ccc(-c2cccs2)s1,51*,-2,-6,-20,-120,61*,1,-26,-41,-1,-13
Cc1ccc(C(=O)NC(=C(Cl)Cl)S(=O)(=O)c2ccc(Cl)cc2)cc1,1,-4,27,40,33,93*,-6,-12,58*,8,12
CN(C)S(=O)(=O)c1ccc(Cl)c(NC(=O)CSc2nc3c(cc2C#N)C(=O)CC(C)(C)C3)c1,12,1,20,17,-19,13,-1,-4,-15,28,22
CC(C)(Cc1ccccc1)/[N+]([O-])=C\c1ccccc1,-3,1,3,-3,-2,-12,-1,-2,1,14,1
O=C(COC(=O)COc1ccc(Cl)cc1)NC1CCS(=O)(=O)C1 (stereo not drawn),-14,6,-12,8,9,-1,.,5,-3,-26,-10

# From PubChem BioAssay
